Screening data: PubChem, several laboratories
TMEM16A inh: inhibitors of mouse TMEM16A calcium-activated chloride channel; 310,000 compounds, 1.2% hits; Q8BHY3; HEK293 TMEM16A/YFP iodide influx fluorescence, ionomycin; normalized B-score (activity score, 25-100; higher = stronger inhibition) at 10 µM;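 active = ratio plate-corrected score three or more library SD toward inhibition, starting fluorescence score within five deviations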;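 also: score derived from kinetic fluorescence span divided by baseline fluorescence per well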
MrgX1 PAM: human MrgX1 positive allosteric modulation, primary screen; Q96LB2; 310,000 compounds, 0.63% hits; MrgX1-HEK293, Fluo-4 calcium flux, FDSS; hits give high values; AID 588675; B-score at 10 µM;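 active = plate-corrected calcium response at least 3 library SD above typical, normal starting fluorescence, not activating the receptor alone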;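 also: compound read alongside a low EC10 to EC30 dose of BAM8-22 agonist; peak minus trough fluorescence over baseline measured at the second addition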
Target sequence (Q96LB2 whole entry, looked up): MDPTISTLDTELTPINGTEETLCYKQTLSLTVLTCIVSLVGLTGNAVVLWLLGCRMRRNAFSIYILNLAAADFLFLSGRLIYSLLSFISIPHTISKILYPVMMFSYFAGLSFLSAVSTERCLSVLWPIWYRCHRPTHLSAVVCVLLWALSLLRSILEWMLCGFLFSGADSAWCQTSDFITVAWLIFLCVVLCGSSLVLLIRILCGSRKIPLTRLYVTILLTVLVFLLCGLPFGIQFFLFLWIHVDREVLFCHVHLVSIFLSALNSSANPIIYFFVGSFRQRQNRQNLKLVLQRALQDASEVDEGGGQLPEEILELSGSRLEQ
RGS4 act: potentiators or activators of RGS4; HEK293 M3R/inducible RGS4, carbachol calcium flux Fluo4; hits give low values; B-score at 10 µM; 310,000 compounds, 0.92% hits;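 active = B-score of the integrated calcium signal more than 4 SD below the library mean, with starting fluorescence not abnormally high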;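 also: negative B-score means reduced calcium response which marks RGS4 activation or potentiation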
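test system = HEK293 cells with stable M3R and inducible RGS4 | schedule = recording 10 s baseline at 1 Hz, 100 s post-agonist | technique = Fluo4-AM (2 µM) calcium-flux fluorescence, kinetic read | measure = Agonist-evoked peak-minus-minimum fluorescence over baseline, integrated ratio, B score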
RGS4 inh: inhibitors of human RGS4. P49798. HEK293 M3R/RGS4 inducible, Fluo-4 calcium flux; hits give high values; triggered by carbachol at its EC20. B-score at 10 µM. 310,000 compounds, 0.45% hits. AID 463165;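 active = B-score, a plate-corrected calcium signal, over three deviations above library mean, with baseline fluorescence within five deviations of library mean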;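 also: RGS4 expression induced by doxycycline in cells with stable M3 receptor; B-score is computed from the integrated fluorescence ratio over baseline after carbachol; higher B-score means a larger calcium signal and so more RGS4 inhibition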
Target sequence (P49798 whole entry, looked up): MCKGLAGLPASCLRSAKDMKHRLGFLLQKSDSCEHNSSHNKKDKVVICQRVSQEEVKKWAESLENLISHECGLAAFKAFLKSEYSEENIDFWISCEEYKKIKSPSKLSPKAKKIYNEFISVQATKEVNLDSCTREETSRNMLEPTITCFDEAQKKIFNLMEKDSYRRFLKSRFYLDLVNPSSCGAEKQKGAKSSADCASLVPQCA
HDAC3 inh: blocks human histone deacetylase 3. 320,000 compounds, 0.15% hits. AID 2718. recombinant HDAC3, fluorogenic peptide/trypsin coupled, fluorescence. inhibition, % at 8.3 µM. O15379; in the data active = inhibition above about 26%, passing the limit was not always enough; inconclusive = no clear call, values can overlap the other calls
Target sequence (O15379 whole entry, looked up): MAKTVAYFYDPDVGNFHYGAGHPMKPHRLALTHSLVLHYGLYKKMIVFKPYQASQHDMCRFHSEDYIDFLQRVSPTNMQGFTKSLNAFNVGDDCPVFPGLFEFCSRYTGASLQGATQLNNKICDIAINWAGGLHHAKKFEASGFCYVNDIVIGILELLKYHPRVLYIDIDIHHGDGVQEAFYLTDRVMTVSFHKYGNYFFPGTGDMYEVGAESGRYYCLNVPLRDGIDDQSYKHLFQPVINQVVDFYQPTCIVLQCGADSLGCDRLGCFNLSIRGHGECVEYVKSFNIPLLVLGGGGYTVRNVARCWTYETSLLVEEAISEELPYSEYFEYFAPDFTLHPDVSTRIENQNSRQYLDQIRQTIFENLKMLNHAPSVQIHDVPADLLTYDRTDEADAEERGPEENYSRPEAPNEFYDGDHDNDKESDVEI
SKKanGAS inh: SKKanGAS growth inhibition; S. pyogenes SKKanGAS, kanamycin growth, BacTiter-Glo, 6 h; inhibition, % at 7.5 µM; 300,000 compounds, 1.3% hits; AID 1662;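 active = mean replicate score, as percent of positive control median, at least 50; inconclusive = mean below 50 but one replicate at or above 50; inactive = mean and every replicate below 50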;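 also: strain carries kanamycin resistance gene driven by streptokinase promoter and grows in 40 µg/ml kanamycin; loss of luminescence reflects streptokinase promoter inhibition or plain growth inhibition; 0% = median of DMSO wells and 100% = positive control at its reference dose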
MrgX1 antag: human MrgX1 receptor antagonism, primary screen; Q96LB2; MRGX1-HEK293 calcium flux, Fluo-4, BAM8-22 antagonism; hits give low values; B-score at 10 µM; 310,000 compounds, 1.3% hits; AID 588676;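 active = calcium-response B-score plate-corrected more than 3 library SD below zero, starting fluorescence within 5 deviations, no agonist response on first addition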;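 also: peak minus trough fluorescence over baseline after final BAM8-22 challenge near maximal dose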
TRPC6 act: activators of mouse TRPC6 channel; B-score at 10 µM; Q61143; HEK293-TRPC6 membrane potential dye fluorescence; hits give high values; 310,000 compounds, 0.13% hits;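 active = B-score of the integrated fluorescence ratio above library mean plus 3 SD, and starting fluorescence ratio within library mean plus 5 SD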;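 also: higher score means more depolarization so channel activation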
TRPC6 inhibitor: mouse TRPC6 channel inhibition; Q61143; HEK293-TRPC6, membrane potential dye, ACh-evoked depolarization; hits give low values; B-score at 10 µM; 310,000 compounds, 1.1% hits; AID 2553;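 active = B-score under library mean minus 3 SD, initial fluorescence not abnormally high, positive integrated signal ratio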;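 also: B-score derived from integrated fluorescence ratio over the kinetic read; more negative B-score means stronger inhibition of depolarization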
ANO1 activ: activates or potentiates the mouse TMEM16A chloride channel. 340,000 compounds, 0.3% hits. HEK293 TMEM16A/YFP-H148Q/I152L, iodide quench fluorescence; hits give low values. Q8BHY3. AID 623877. B-score at 10 µM;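 active = fluorescence-ratio B-score plate-corrected deviation score at least 3 library SD below zero, with starting fluorescence score within 5 deviations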;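 also: channel opened by trigger with iodide after compound preincubation; score built on the fluorescence ratio of max minus min over baseline; more negative score means more quench and so TMEM16A activation or potentiation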
MrgX1 ag: human MrgX1 receptor agonism, primary screen. MrgX1-HEK293 cells, Fluo-4 calcium fluorescence, agonist mode; hits give high values. AID 588627. Q96LB2. B-score at 10 µM. 310,000 compounds, 0.44% hits;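 active = calcium response B-score plate-corrected fluorescence ratio at least 3 library SD, with starting fluorescence B-score inside 5 SD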
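Material: MrgX1-expressing HEK293 cells; input: 15,000 cells per well; doses: test compound given as first of three sequential additions; schedule: overnight plating before 1 h dye loading; technique: Fluo-4 NW calcium-flux fluorescence, kinetic read; evaluation: baseline-normalised fluorescence change ratio, B-scored; control set: plate-wise positive and negative controls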
Numbers without * were called inactive; i = inactive; ? = inconclusive; . = not tested or not shown.

SMILES	TMEM16A inh	MrgX1 PAM	RGS4 act	RGS4 inh	HDAC3 inh	SKKanGAS inh	MrgX1 antag	TRPC6 act	TRPC6 inhibitor	ANO1 activ	MrgX1 ag
Cc1nc(-c2ccc(-c3ccon3)s2)no1	i	i	i	i	6	-6	i	i	i	i	i
CC(NC(=O)c1c(Cl)cnn1C)C1CCCO1 (stereo not drawn)	i	i	i	i	-1	-1	i	i	i	i	i
O=c1nc(SCc2ccccc2Cl)nc(-c2ccc(Cl)cc2)[nH]1	i	i	i	i	-4	-10	i	i	i	i	i
CC1CCN(CC(=O)Nc2ccccc2C(=O)c2ccccc2)CC1	i	i	i	i	3	-5	i	i	i	i	i
Cc1ccc(/C=N/NC(=O)C(NC(=O)c2ccccc2)c2n[nH]c(=O)c3ccccc23)cc1 (stereo not drawn)	i	i	i	i	15	3	i	i	i	i	i
CCOc1c(O)ccc(C2NC(=O)NC(C)=C2C(=O)OC)c1[N+](=O)[O-] (stereo not drawn)	i	i	i	i	-4	4	i	i	i	i	i
COc1cc2nc(N(CCCN(C)C)C(=O)c3ccc(C(=O)c4ccccc4)cc3)sc2cc1OC	i	i	i	i	1	-9	i	i	i	i	i
O=C(Nc1nnc(C2CCCCC2)s1)c1ccco1	i	i	i	i	-4	10	i	i	i	i	i
CCc1nn(CC(=O)NCCCc2ccccc2)c(=O)c2cc3cc(F)ccc3n12	i	i	i	i	-3	8	i	i	i	i	i
CS(=O)(=O)N1CCN(c2ccc(NC(=O)COc3ccccc3[N+](=O)[O-])cc2)CC1	i	i	i	i	.	15	i	i	i	i	i
CCCCN1C(=O)c2ccc(C(=O)Nc3ccc(S(=O)(=O)N(C)C)cc3)cc2C1=O	i	i	i	i	7	0	i	i	i	i	i
CCC(C)Sc1nnc(NS(=O)(=O)Cc2ccccc2)s1 (stereo not drawn)	i	i	i	i	2	7	i	i	i	i	i

Rewritten as comma-separated lines: 2 of the compounds above
Structure,TMEM16A inh,MrgX1 PAM,RGS4 act,RGS4 inh,HDAC3 inh,SKKanGAS inh,MrgX1 antag,TRPC6 act,TRPC6 inhibitor,ANO1 activ,MrgX1 ag
CC(NC(=O)c1c(Cl)cnn1C)C1CCCO1 (stereo not drawn),i,i,i,i,-1,-1,i,i,i,i,i
CCC(C)Sc1nnc(NS(=O)(=O)Cc2ccccc2)s1 (stereo not drawn),i,i,i,i,2,7,i,i,i,i,i

Carrying on.
SMILES	TMEM16A inh	MrgX1 PAM	RGS4 act	RGS4 inh	HDAC3 inh	SKKanGAS inh	MrgX1 antag	TRPC6 act	TRPC6 inhibitor	ANO1 activ	MrgX1 ag
CCOC(=O)c1cc2occc2n1Cc1ccc(F)cc1	i	i	i	i	6	20	i	i	i	i	i
Cc1ccc(S(=O)(=O)N(CC(=O)NN=C2CCN(C)CC2)c2ccc(C(C)C)cc2)cc1	i	i	i	i	4	20	i	i	i	i	i
O=C(Nc1ccc(N2CCOCC2)nc1N1CCOCC1)c1cccc(C(F)(F)F)c1	i	i	i	i	-4	1	i	i	i	i	i
CN1C(=O)c2cccc3c(S(=O)(=O)N(C)C)ccc1c23	i	i	i	i	-7	-2	i	i	i	i	i
CCN(CC(=O)NCc1cccs1)C(=O)/C=C/c1ccc(OC)cc1OC	i	i	i	i	5	-5	i	i	i	i	i
Cc1cccc(NC(=O)CSCc2nc3c(nnn3Cc3ccc(F)cc3)c(=O)[nH]2)c1C	i	i	i	i	5	1	i	i	i	i	i
Cc1ccc(S(=O)(=O)n2nc(OC(=O)C(C)(C)C)cc2N)cc1	i	i	i	i	?	8	-8.8*	i	i	i	i
C=CCc1cccc(CNc2c(C)n(C)n(-c3ccccc3)c2=O)c1O	i	i	i	i	3	-4	i	i	i	i	i
COc1ccc(NC(=O)NCCCN2CCCC2=O)cc1	i	i	i	i	-5	4	i	i	i	i	i
COc1cc2ncnc(NCc3ccc(C)cc3)c2cc1OC	i	i	i	i	5	8	i	i	i	i	i
NC(=O)c1ccccc1NC(=O)Nc1cccc(Cl)c1	i	i	i	i	4	-6	i	i	i	i	i
COC(=O)c1ccc2c(=O)n(-c3ccccc3)c(=S)[nH]c2c1	i	i	i	i	2	0	i	i	i	i	i
O=C(O)c1nn(-c2ccc(Cl)cc2)ccc1=O	i	i	i	i	0	1	i	i	i	i	i
CN(CCOc1ccccc1)C(=O)C1CCC(=O)N(CCCN2CCCC2=O)C1 (stereo not drawn)	i	i	i	i	4	0	i	i	i	i	i
CCC(=O)Nc1ccc(NC(=O)c2ccco2)cc1	i	i	i	i	1	-11	i	i	i	i	i
c1ccc(CSc2nnc3ccc(-c4ccncc4)nn23)cc1	i	i	i	i	-3	-7	i	i	i	i	i
COCCn1c(=O)[nH]c2cc(C(=O)N3CCN(c4ccc(OC)cc4)CC3)ccc2c1=O	i	i	i	i	-6	-2	i	i	i	i	i
Cc1ccc(C)c(-n2nnnc2SCC(=O)c2c(N)n(C)c(=O)n(C)c2=O)c1	i	i	i	i	-4	-1	i	i	i	.	i
CCC(C)[C@H](NC(=O)Nc1ccccc1F)C(=O)O (stereo partly drawn)	i	i	i	i	1	-6	i	i	i	i	i
COc1c2ccoc2c(OC[C@@H](O)C(C)(C)OC)c2oc(=O)ccc12	i	i	i	i	-5	4	i	i	i	i	i
CCCn1c(=O)c2[nH]c(C3CCCC3)nc2n(CCC)c1=O	i	i	i	i	-3	1	i	i	i	i	i
Cn1c(C(=O)N2CCCC(C(=O)NCCCSC3CCCCC3)C2)cc2sccc21 (stereo not drawn)	i	i	i	i	-4	15	i	i	i	i	i
CC(C)Nc1ccc(C(CC(N)=O)NC(=O)Cc2ccc(Br)cc2)cc1[N+](=O)[O-] (stereo not drawn)	i	i	i	i	2	-2	i	i	i	i	i
O=C(O)CSc1nnc(-c2ccc3c(c2)OCO3)o1	i	i	i	i	12	2	i	i	i	i	i
COC(=O)C1CCN(S(C)(=O)=O)CC1	i	i	i	i	-1	-2	-4.6*	i	i	i	i
N#Cc1ccccc1S(=O)(=O)N1CCN(C(=O)c2ccc(-n3cncn3)c([N+](=O)[O-])c2)CC1	i	i	i	i	-3	-9	i	i	i	i	i
COc1ccc(S(=O)(=O)N2N=C(c3ccc(NS(C)(=O)=O)cc3)CC2c2ccco2)cc1 (stereo not drawn)	i	i	i	i	10	7	i	i	i	i	i
COc1nc(NCCO)nc(Nc2ccc([N+](=O)[O-])cc2)n1	i	i	i	i	2	-8	i	i	i	i	i
Cc1cnn(C(=O)c2cc(-c3ccccn3)nc3ccc(Cl)cc23)c1	i	i	i	i	-7	14	i	i	i	i	i
O=C(COC(=O)CCc1c[nH]c2ccccc12)NC1CCS(=O)(=O)C1 (stereo not drawn)	i	i	i	i	-3	-5	i	i	i	i	i
Cc1cccc(CC(=O)Nc2c3c(nn2-c2cccc(Cl)c2)CS(=O)C3)c1 (stereo not drawn)	i	i	i	i	0	-4	i	i	i	i	i
OCCNCCCCOc1ccccc1F	i	i	i	i	1	-6	i	i	i	i	i
COc1cc(OC)c(C(=S)N2CCCC2)cc1OC	i	i	i	i	2	-2	i	i	i	i	i
Nc1cc(C(=O)c2ccccc2)ccc1[N+](=O)[O-]	i	i	i	i	-4	16	i	i	i	i	i
Nc1c2c(nc3ccc(Br)cc13)N(Cc1ccccc1)CC2	i	8.3*	i	i	-1	2	i	i	i	i	i
COC(=O)c1ccc(COc2ccc(/C=N/Nc3cccc(C(=O)O)c3)cc2)cc1	i	i	i	i	1	15	i	i	i	i	i
O=C(CSc1nnc(NC(=O)C2CC2)s1)Nc1cccc(F)c1	i	i	i	i	.	-4	i	i	i	i	i
O=c1[nH]c(N2CCN(c3ccccc3)CC2)nc2c1CCCC2	i	i	i	i	-5	-1	i	i	i	i	i
COc1ccccc1N1CCN(C(=O)c2ccc(Cl)c(S(=O)(=O)NCc3ccco3)c2)CC1	i	i	i	i	-6	1	i	i	i	i	i
C=CCn1c(O)c(N=NC(=O)CNC(=O)c2ccncc2)c2ccccc21	i	i	i	i	5	0	i	i	i	i	i
CC1CCCC(C)N1C(=O)CSc1nc2ccccc2c(=O)[nH]1 (stereo not drawn)	i	i	i	i	-7	-5	i	i	i	i	i
O=C(N/N=C/c1ccc(-c2ccc(S(=O)(=O)Nc3ncccn3)cc2)o1)c1cc2ccccc2cc1O	100*	i	i	i	-4	9	i	i	i	i	i
N#C/C(=C\c1cc(Br)ccc1F)C(=O)NC1CC1	i	i	i	i	4	0	i	i	i	i	i
Cc1cnn(C(=O)c2cc(-c3ccccc3)nc3ccccc23)c1	i	i	i	i	-2	-3	i	i	i	i	i
Cc1ccc(C(=O)NC(NCc2ccco2)C(Cl)(Cl)Cl)cc1 (stereo not drawn)	i	i	i	i	1	2	i	i	i	i	i
O=C(Cc1ccc(Cl)c(Cl)c1)Nc1cccc(S(=O)(=O)N2CCOCC2)c1	i	i	i	i	1	0	i	i	i	i	i
Cc1ccc2cccnc2c1NC(=S)NC(=O)c1ccccc1	i	i	i	i	1	10	i	i	i	i	i
O=C1OC(=O)C2C3CCC(O3)C12 (stereo not drawn)	i	i	.	.	0	.	i	.	.	.	i
COCCn1c(C(C)C)nc2ccccc21	i	i	i	i	-10	-4	i	i	i	i	i
N#CCSc1nc2c(sc(=S)n2Cc2ccco2)c(=O)n1-c1ccc(F)cc1	i	i	i	i	-7	19	i	i	i	i	i
CC(C)C(=O)Nc1ccc2nn(-c3ccccc3)nc2c1	i	i	i	i	-41	-7	i	i	i	i	i
CC(c1ccccc1)C1CC(=O)N(c2ccc(C(=O)O)cc2)C1=O (stereo not drawn)	i	i	i	i	-15	0	i	i	i	i	i
CCN1CCc2c(sc(NC(=S)NC(=O)c3ccc(Cl)cc3)c2C(N)=O)C1	i	i	i	i	10	6	i	i	i	i	i
CC1CN(/C=C/C=O)C(C)CC1OC(=O)c1ccccc1 (stereo not drawn)	i	i	i	i	6	2	i	i	i	i	i
Cc1n[nH]c(C)c1CCCCOc1ccccc1F	i	i	i	i	1	68*	i	i	i	i	i
COCCNC(=O)CN(C(=O)CCC(=O)Nc1ccccn1)c1ccccc1OC	i	i	i	i	2	-1	i	i	i	i	i
